Assay outcomes: PubChem, several laboratories
NOD2 RIPK2 PPI: blocks binding of human NOD2 to RIPK2; CHO BLA complementation NOD2-RIPK2, CCF4 ratio; inhibition, % at 4.98 µM; 360,000 tested, 0.38% active; O43353; in the data active = inhibition above about 21%;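 also: 0% = vehicle only and 100% = reference blocker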
Target sequence (O43353 whole entry, looked up): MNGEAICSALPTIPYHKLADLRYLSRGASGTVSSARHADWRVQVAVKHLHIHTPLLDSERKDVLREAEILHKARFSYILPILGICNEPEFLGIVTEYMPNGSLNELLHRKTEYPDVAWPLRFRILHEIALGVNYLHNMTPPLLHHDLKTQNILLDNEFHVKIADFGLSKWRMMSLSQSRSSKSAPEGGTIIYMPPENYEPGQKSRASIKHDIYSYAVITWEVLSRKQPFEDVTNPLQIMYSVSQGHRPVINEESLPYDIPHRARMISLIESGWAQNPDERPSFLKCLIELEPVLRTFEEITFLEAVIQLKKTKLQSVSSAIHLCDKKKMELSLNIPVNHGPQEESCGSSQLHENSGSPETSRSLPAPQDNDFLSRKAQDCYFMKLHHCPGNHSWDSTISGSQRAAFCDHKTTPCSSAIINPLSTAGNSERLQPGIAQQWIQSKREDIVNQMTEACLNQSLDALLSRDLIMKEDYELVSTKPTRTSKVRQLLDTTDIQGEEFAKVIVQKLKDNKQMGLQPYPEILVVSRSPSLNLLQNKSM
TLR9-MyD88 block: TLR9-MyD88 interaction inhibition | inhibition, % at 4.98 µM | Q9NR96+Q99836 | AID 504734 | 340,000 tested, 0.21% active | CHO BLA complementation TLR9-MyD88, CCF4 FRET ratio;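 active = inhibition above the mean over all tested compounds plus 3 SD, cut at about 21% in these data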;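 also: 0% = DMSO only wells and 100% = clavulanate BLA inhibitor control wells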
m5-HT2A agonist: activates the mouse 5-HT2A serotonin receptor. P35363. activation, % at 7.6 µM. 360,000 tested, 0.66% active. CHO-K1 mHTR2A beta-arrestin complementation, luminescence; percent of 30 µM serotonin response;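 active = activation above a run cutoff, the mean activation of all tested compounds plus 3 SD, cut at about 14% in these data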;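 also: 0% = plate median of compound wells and 100% = 30 µM serotonin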
Target sequence (P35363 whole entry, looked up): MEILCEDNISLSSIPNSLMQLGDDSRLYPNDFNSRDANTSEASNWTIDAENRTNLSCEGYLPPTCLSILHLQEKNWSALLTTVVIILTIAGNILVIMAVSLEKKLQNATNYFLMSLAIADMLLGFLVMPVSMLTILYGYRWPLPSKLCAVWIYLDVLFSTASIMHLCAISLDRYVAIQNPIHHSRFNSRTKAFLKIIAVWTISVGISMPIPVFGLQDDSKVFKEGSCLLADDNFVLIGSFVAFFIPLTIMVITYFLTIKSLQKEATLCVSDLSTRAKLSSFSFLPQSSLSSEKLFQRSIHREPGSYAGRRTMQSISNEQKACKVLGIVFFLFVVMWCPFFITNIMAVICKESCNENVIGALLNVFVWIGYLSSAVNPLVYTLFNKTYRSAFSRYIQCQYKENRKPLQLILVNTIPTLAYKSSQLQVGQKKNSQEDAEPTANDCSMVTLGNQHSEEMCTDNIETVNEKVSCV
MC4R ag barr: activates human MC4R beta-arrestin recruitment | U2OS MC4R beta-arrestin complementation, luminescence; percent of melanotan II response, DMSO zero | AID 540308 | activation, % at 8.9 µM | 360,000 tested, 0.98% active;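 active = activation above a per-plate cutoff, the mean activation of sample wells on that plate plus 3 SD, cut at about 8% in these data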
ABHD5 PLIN5 PPI: inhibitors of human ABHD5-perilipin-5 interaction; Q00G26+Q8WTS1; Split G. princeps luciferase complementation, luminescence, 4 h; inhibition, % at 4 µM; 360,000 tested, 0.78% active; AID 602281;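 active = inhibition above the mean inhibition across every tested compound plus 3 SD, cut at about 22% in these data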;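 also: 0% = DMSO only wells and the 100% control is not disclosed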
ABCB6 inh MLPCN: inhibitors of human ABC transporter ABCB6 | Q9NP58 | K562-ABCB6 porphyrin accumulation, flow cytometry, 1 h; active compounds read low | fluorescence ratio to DMSO, % at 10 µM | 360,000 tested, 0.19% active;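 active = fluorescence ratio to DMSO below 75%, the collection mean minus 3 SD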;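 also: signal is porphyrin accumulated inside mitochondria; 100% equals median channel fluorescence of DMSO control wells; lower ratio means ABCB6 inhibition with less porphyrin fluorescence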
NCOA2 inhibitor: inhibits human steroid receptor coactivator 2. Q15596. HEK293 GAL4-SRC2 luciferase reporter, luminescence. inhibition, % at 9 µM. 370,000 tested, 0.17% active;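 active = inhibition above the mean inhibition of all tested compounds plus 3 SD, set per campaign, cut at about 52% in these data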;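 also: 0% = DMSO treated cells and 100% = cells given Gossypol at 36 µM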
MC4R antag cAMP: blocks human MC4R cAMP signaling; P32245; MC4R-expressing cells, MTII-stimulated cAMP, LANCE TR-FRET; inhibition, % at 6.5 µM; 360,000 tested, 0.48% active; AID 540295;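 active = inhibition above its plate's cutoff, the mean of tested wells on that plate plus 3 SD, cut at about 29% in these data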;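 also: 0% = Melanotan II alone and 100% = Melanotan II plus saturating MCL0020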
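Assay system: U2OS-MC4R stable cell line; Also added: Melanotan II; Technique: Eu-cAMP/anti-cAMP TR-FRET, emission 671 nm; Times: 30-min compound, 1-h challenge, 1-h detection, room temperature.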
N-glyco inh: blocks N-linked glycosylation in D54 reporter cells. reporter increase, % at 12.5 µM. D54 ERlucT glycosylation luciferase reporter, 24 h; percent of 100 nM tunicamycin response. 360,000 tested, 0.23% active;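 active = mean luciferase reporter signal, scaled so untreated is 0 and the glycosylation-blocking control 100, at or above a set limit in every replicate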;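 also: luciferase carries N-glycosylation sites so blocking glycosylation raises the light; 0% = median of neutral control wells and 100% = median of 100 nM tunicamycin wells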
Cardio protect: protects H9c2 cardiomyocytes from peroxide injury; AID 588492; H2O2 injury protection, ATPLite, 2 h; protection from H2O2 cell death, % at 20 µM; 360,000 tested, 0.63% active;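 active = compounds giving at least 50% protection of heart cells from peroxide-induced death in the single-dose screen, raw or plate-pattern-corrected value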;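 also: 0% = DMSO wells with peroxide and 100% = DMSO wells without peroxide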
Starred values were filed as active, the others as inactive; . = no result given.

SMILES	NOD2 RIPK2 PPI	TLR9-MyD88 block	m5-HT2A agonist	MC4R ag barr	ABHD5 PLIN5 PPI	ABCB6 inh MLPCN	NCOA2 inhibitor	MC4R antag cAMP	N-glyco inh	Cardio protect
CN(CC(=O)Nc1ccccc1Cl)C(=O)C1CCN(C(=O)c2ccc(Cl)cc2)CC1	-1	-1	-4	-1.0	1	94	-12	6	-1	-2
CCCCOC(=O)c1nc(Cl)c(Cl)c(N)c1Cl	-10	-5	-2	2.0	-9	100	20	8	-1	-4
CC(=O)Nc1ccc(OCC(O)CN2CCN(c3ccc(C)c(Cl)c3)CC2)cc1 (configuration not stated)	-7	-2	-3	-1.0	5	99	20	3	1	-3
CN1C(=O)C(c2nnc(Nc3cccc4ccccc34)s2)C2CC1(C)Oc1ccccc12 (configuration not stated)	9	-9	-4	3.8	2	100	-5	2	-5	2
CC1(C(=O)N2CCN(C(=O)c3ccco3)CC2)CC1(Br)Br (configuration not stated)	4	7	-6	-1.7	-3	98	-4	10	2	-4
CC(C)CCNC(=O)C(C)N(C(=O)c1snc(C(N)=O)c1N)c1cnc2ccccc2c1 (configuration not stated)	-3	8	-1	-1.2	1	96	-11	6	0	-4
CN(C)c1ccc(S(=O)(=O)NCC(=O)OCC(=O)NC(=O)C2CCCCC2)cc1[N+](=O)[O-]	3	0	4	-0.1	5	95	-3	24	0	-7
Cc1ccc(S(=O)(=O)N2CCC(C(=O)NCC3CC3)CC2)cc1	-2	5	3	1.2	-12	100	16	20	2	0
Nc1c(C(=O)O)sc2nc(-c3ccccc3)cc(-c3ccc(Cl)cc3)c12	1	-8	10	4.9	11	98	-6	3	3	-6
Cc1nnc(SC/C=C/c2ccccc2)n(N)c1=O	-12	8	-2	1.2	-3	93	-8	2	-1	1
C=C(C)COc1ccc(-c2nc(N)ncc2-c2ccc(Br)cc2)c(O)c1	-3	6	3	-0.7	-12	97	-37	13	-2	-8
CN(C)S(=O)(=O)c1ccc(N2CCCC2)c(C(=O)Nc2ccccc2)c1	-7	-15	-3	0.9	-6	101	12	-5	46*	-7
O=C(CCCc1ccccc1)NCCc1ccccc1	-8	8	-7	-0.1	3	98	-37	-1	1	3
Cc1cc(OCc2ccccc2)ccc1/C(O)=C1/C(=O)C(=O)N(Cc2cccnc2)C1c1ccncc1 (configuration not stated)	-10	-6	0	0.0	9	95	9	12	2	-3
CCOc1ccc(N2C(=O)CC(N(CCc3ccc(OC)c(OC)c3)C(=O)/C=C/C(=O)O)C2=O)cc1 (configuration not stated)	-4	-10	2	4.6	11	107	7	17	-1	0
COC(C)(C)[C@@H](O)COc1c2ccoc2cc2oc(=O)ccc12	6	-4	1	-1.3	-1	98	-1	-2	4	17
CN(C)c1ccc(C(=O)Nc2cc(C(F)(F)F)ccc2-n2cncn2)cc1	-1	0	1	0.1	10	90	0	5	0	4
CC(=O)Nc1ccc(NC(=O)c2cc(-c3cc(C)cc(C)c3O)n[nH]2)cc1	-4	9	-1	1.8	-1	99	-4	18	-6	-2
O=C(CNC1CCCCC1)Nc1ccc(Cl)cc1	-2	-19	-1	2.0	1	102	-35	0	-1	4
CC(C)CCOC(=O)/C(=C/c1ccco1)NC(=O)/C=C/c1ccccc1	-5	-7	-3	-1.1	1	108	6	3	-1	-2
CCCNC(=O)c1nn2c(C(F)(F)F)cc(-c3ccccc3)nc2c1Br	1	-1	2	-0.5	13	96	7	4	2	-3
CC(C)NC(=O)Nc1ccc2c(c1)C(=O)N([C@@H](C)CO)C[C@@H](C)[C@H](CN(C)Cc1ccccc1)OCCCC[C@H](C)O2	-11	-12	2	-0.6	10	101	7	7	-1	4
Cc1cccc(C(=O)NCCC(=O)Nc2ccc(C#N)cc2)c1	-5	9	-2	0.3	3	89	-12	-5	3	8
CCNC(=O)c1c(NC(=O)c2cc(-c3cc(C)cc(C)c3O)n[nH]2)sc2c1CCCC2	-1	-2	-1	3.1	-4	102	-4	-4	2	-2
Cc1cc([N+](=O)[O-])ccc1NC(=O)C1CCCO1 (configuration not stated)	-2	3	0	-2.0	-1	97	-21	-1	2	4
SMILES	NOD2 RIPK2 PPI	TLR9-MyD88 block	m5-HT2A agonist	MC4R ag barr	ABHD5 PLIN5 PPI	ABCB6 inh MLPCN	NCOA2 inhibitor	MC4R antag cAMP	N-glyco inh	Cardio protect
Cc1nc2ccc(C(=O)Nc3ccc4nc[nH]c4c3)cc2[nH]1	-3	0	6	-3.2	-2	103	-11	2	1	-3
CN(C)c1nc(N(C)C)n(C(=O)c2cccs2)n1	-9	-3	1	-2.2	-3	91	-7	1	2	5
CN(C(=O)CSC1=NCCS1)c1ccccc1	-4	-5	15*	-1.7	1	82	-33	2	0	12
COCCn1c(C)cc(C(=O)COC(=O)CCS(=O)(=O)c2ccc(C)cc2)c1C	-12	-8	0	0.1	2	94	-1	0	-1	-2
Cc1ccc(C)c(N=Cc2cc3c(cc2[N+](=O)[O-])OCO3)c1	1	1	6	-1.5	-9	94	18	3	2	63*
CCc1ccc(NC(=O)COC(=O)c2cccs2)cc1	-3	6	-5	0.3	5	98	-16	2	-2	-4
CCOc1ccc(NC(=O)C[n+]2ccccc2)cc1	9	10	3	-1.3	2	98	-7	3	0	-1
CCCOc1ccc(N2C(=O)CC(N(CCc3ccc(OC)c(OC)c3)C(=S)Nc3ccccc3)C2=O)cc1 (configuration not stated)	5	-1	-4	-1.5	2	105	.	17	5	-2
COc1ccc(OC)c(-c2csc(NC(=O)c3ccc(F)cc3)n2)c1	3	-3	-2	-0.9	-5	102	-23	-17	21	-7
Cc1ccnc(NS(=O)(=O)c2ccc(NC(=O)CN3C(=O)c4ccccc4S3(=O)=O)cc2)n1	-10	5	-2	-0.4	-2	97	5	5	-1	4
Cc1ccc(Cn2cc(/C=N/NC(=O)Cc3nnc(NC(=O)c4ccc(C)cc4)s3)c3ccccc32)cc1	-4	5	3	0.0	1	94	3	2	-5	17
Cn1c(N)c(S(=O)(=O)N2CCCC2)c(=O)n(C)c1=O	-1	-8	-2	-2.9	6	97	-53	-4	3	4
CCc1nc(SCC(=O)N2CCN(c3ccccc3)CC2)c2oc3ccccc3c2n1	0	-4	1	-1.5	5	76	2	-12	-6	-1
Cc1ccc(S(=O)(=O)N2CCN(c3ccc4nnc(-c5ccccc5)n4n3)CC2)cc1	-11	-3	1	-0.8	3	85	-1	2	8	-5
CSc1ccccc1NC(=O)COC(=O)/C=C/c1ccco1	1	10	-5	-2.2	3	94	.	2	3	1
Oc1c(Br)cc(Br)cc1C=NCc1ccc(F)cc1	2	4	3	-1.3	2	95	5	3	-1	60*
Cc1ccc(-n2c(C)c3c(C)nnc(C)c3c2C)cc1C	-11	4	1	2.1	0	98	-30	-4	3	-16
Cc1ccc([N+](=O)[O-])cc1NC(=O)CN1CCCCC1	-5	-6	2	0.7	6	96	23	-2	0	1
S=C(NCCCN1CCOCC1)N1CCN(c2cccc(Cl)c2)CC1	3	4	-8	-1.1	5	96	-3	-6	-2	13
CC1(C)CC[C@]2(C(=O)O)[C@H](O)C[C@]3(C)C(=CCC4[C@@]5(C)C[C@H](O)[C@H](O)[C@@](C)(CO)C5CC[C@]43C)[C@@H]2C1 (some centres not stated)	6	-2	-5	-1.9	0	103	15	12	-2	2
CCOC(=O)c1c(NC(=O)c2cccs2)sc(C)c1CC	-8	4	-2	-2.0	1	98	-4	13	0	-21
CCOC(=O)C1=C(O)C(=O)N(c2ccc(S(N)(=O)=O)cc2)C1c1ccc(OC)cc1OC (configuration not stated)	0	2	-1	-1.4	2	96	-15	1	0	4
COc1ccc(-n2nc(C(=O)NCC(=O)N3CCCC3)c3ccccc3c2=O)c(OC)c1	4	-5	4	3.2	20	98	3	-5	2	-5
COc1ccccc1C(=O)N=Nc1c(O)[nH]c2ccc([N+](=O)[O-])cc12	-2	-10	3	-2.3	-2	96	2	-2	2	5
Cc1cnc([N+](=O)[O-])n1CCOC(=O)NC(=O)c1c(F)cccc1F	-4	-5	1	-0.9	-1	85	-3	3	4	6
SMILES	NOD2 RIPK2 PPI	TLR9-MyD88 block	m5-HT2A agonist	MC4R ag barr	ABHD5 PLIN5 PPI	ABCB6 inh MLPCN	NCOA2 inhibitor	MC4R antag cAMP	N-glyco inh	Cardio protect
Cc1ccc(S(=O)(=O)N2CCCCC2)cc1C(=O)NCc1ccccn1	-4	-10	4	0.2	-2	102	-16	19	0	-3
O=C(Nc1cccc(-n2cnnn2)c1)c1ccc(OC(F)(F)F)cc1	-10	0	-7	4.2	-6	90	17	2	7	-3
C/C(=C\c1ccccc1F)C1Nc2cccc3cccc(c23)N1	-7	1	8	-1.2	8	105	-1	-1	3	-2
CCC(Br)C(=O)Nc1ccc(OC)cc1 (configuration not stated)	-1	-14	-3	1.4	-9	101	-12	15	0	-3
N#Cc1ccsc1NC(=O)CCS(=O)(=O)c1ccccc1	-1	5	3	0.0	-2	81	-25	0	-6	-1
CN(CCc1ccccn1)C(=O)CCc1nnc(CCCc2ccccc2)o1	0	2	1	-1.0	1	88	-30	1	-3	-7
O=C(CN1C(=O)c2ccccc2S1(=O)=O)c1ccccc1Cl	2	15	0	-3.0	-2	95	57*	8	-24	-10
O=C(Nc1ccc(N2CCOCC2)cc1)c1cc(-n2cnnc2)ccc1Cl	-5	-1	0	-2.0	-4	104	12	0	0	1
NC(=O)c1ccc[n+](Cc2ccc(-c3ccccc3)cc2)c1	-1	-11	5	0.2	5	101	-2	22	6	-7
COc1cccc(Oc2cc(Cl)nc(N)n2)c1	6	-3	3	0.1	0	97	-11	-4	-1	2
CCN(CC)CCN(C(=O)Cn1nnc(-c2ccc(C)o2)n1)C(C(=O)NC1CCCC1)c1ccc(F)cc1 (configuration not stated)	-7	1	-2	-0.8	-5	97	-8	7	-3	-1
CCCCn1c(N)c(N(CCC(C)C)C(=O)C2CC(=O)N(c3ccc4c(c3)OCCO4)C2)c(=O)[nH]c1=O (configuration not stated)	-23	-2	0	-2.4	-7	93	-1	-8	1	-1
COc1ccc(/C=N/NC(=O)C(=O)/C=C2\NC3(CCCC3)Cc3ccccc32)cc1	-1	-1	2	-0.8	6	98	10	6	-2	0
COCCc1ncc(CN2CCC(C(=O)Nc3ccc(-n4cccn4)cc3)CC2)cn1	-3	-8	-7	-3.5	-2	93	2	2	0	2
C=COc1ccc(N2C(=O)c3ccccc3OC2C)cc1 (configuration not stated)	-13	-8	4	-0.8	-5	98	-8	5	-1	3
COc1ccc(Cc2c(Cl)ncnc2Cl)cc1	-8	-12	-3	-0.3	3	96	31	11	8	-4
Cc1ccc(S(=O)(=O)NCCC(=O)NC2CCCCCC2)cc1C	-13	-18	0	2.8	0	100	9	8	2	1
CC(=O)N1CCN(C(=O)CSc2cc(C)c(Br)cc2C)CC1	-8	2	3	-1.1	12	105	24	0	4	0

Not all compounds are listed; the hit share may differ from the screen's.
